# TRAIL sens C8: caspase-8 TRAIL sensitization | NB7+C8 cells + TRAIL, ATPlite viability luminescence | inhibition (viability loss, TRAIL sensitization), % at 10 µM | 1% of 360,000 active | AID 624354;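 active means compounds causing at least 50% loss of cell viability in the single-dose screen, relative to plate controls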
# LRH-1 inv ag: NR5A2 inverse agonism in reporter assay. O00482. 0.13% of 360,000 active. inhibition, % at 3.6 µM. HEK293T StAR-luciferase reporter, LRH-1 transfected, 24 h;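 active means inhibition above the mean inhibition of all tested compounds plus 3 SD, cut at about 73% in these data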;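 further: 0% = DMSO wells and 100% = reporter-only cells lacking LRH-1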
# SRC1 inh: human NCOA1 inhibition; Q15788; HEK293 GAL4-SRC1 luciferase reporter, luminescence; inhibition, % at 3.6 µM; 0.12% of 360,000 active;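 active means inhibition above the campaign mean plus 3 SD, with each screening campaign given its own cutoff, cut at about 60% in these data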;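 further: 0% = DMSO treated cells and 100% = gossypol at 36 µM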
# TWEAK-Fn14 inh: TWEAK-Fn14 signaling inhibition; TWEAK-stimulated Fn14 reporter cells, luciferase luminescence, 8 h; 2% of 360,000 active; AID 1159606; inhibition, % at 10 µM; in the data active means inhibition above about 50%
# SRC2 inh: inhibits human steroid receptor coactivator 2; Q15596; HEK293 GAL4-SRC2 luciferase reporter, luminescence; inhibition, % at 9 µM; 0.17% of 370,000 active; AID 651957;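 active means inhibition above the mean inhibition of all tested compounds plus 3 SD, set per campaign, cut at about 52% in these data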;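 further: 0% = DMSO treated cells and 100% = cells given Gossypol at 36 µM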
# EBV LMP1 NFkB: inhibitors of Epstein-Barr LMP1-induced NF-kappaB reporter; inhibition, % at 12.5 µM; LMP1-induced NF-kappaB luciferase reporter cells, luminescence; AID 504558; 0.69% of 350,000 active; in the data active means inhibition above about 41%;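 further: 0% = neutral control wells and 100% = reference inhibitor control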
# NR2F2 inh: inhibitors of human COUP-TFII (NR2F2); 0.7% of 370,000 active; inhibition, % at 8.6 µM; HEK293T NGFI-A luciferase reporter, luminescence; P24468;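 active means inhibition above a per-plate cutoff, mean inhibition of test wells between control levels plus 3 SD, cut at about 38% in these data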;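 further: cells cotransfected with COUP-TFII expression vector driving the NGFI-A reporter; 0% = median of COUP-TF2 test wells and 100% = reporter-only cells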
# CF NFkB inh: inhibitors of cystic fibrosis induced NF-kB. inhibition, % at 5 µM. 0.86% of 360,000 active. AID 588850. KKLEB NF-kB-GFP reporter, PAF-induced, GFP fluorescence overnight;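 active means at least 50% inhibition at 5 µM, scaled per plate between neutral and stimulator controls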;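 further: PAF is a Pseudomonas aeruginosa culture filtrate used as stimulus; plate controls were PAF-stimulated DMSO wells for no effect and unstimulated DMSO wells for full effect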
# SRC3 inh: inhibits human SRC3 coactivator; HEK293 GAL4-SRC3 luciferase reporter, luminescence; inhibition, % at 3.6 µM; 0.17% of 360,000 active; AID 588352;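 active means inhibition above a per-campaign cutoff, the mean of all compounds plus 3 SD, cut at about 60% in these data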;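 further: 0% = DMSO-treated cells and 100% = gossypol-treated cells at 36 µM; higher means less SRC3-driven luciferase light from the GAL4 reporter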
# Target sequence (Q9Y6Q9 whole entry, looked up, the tested form may be a part): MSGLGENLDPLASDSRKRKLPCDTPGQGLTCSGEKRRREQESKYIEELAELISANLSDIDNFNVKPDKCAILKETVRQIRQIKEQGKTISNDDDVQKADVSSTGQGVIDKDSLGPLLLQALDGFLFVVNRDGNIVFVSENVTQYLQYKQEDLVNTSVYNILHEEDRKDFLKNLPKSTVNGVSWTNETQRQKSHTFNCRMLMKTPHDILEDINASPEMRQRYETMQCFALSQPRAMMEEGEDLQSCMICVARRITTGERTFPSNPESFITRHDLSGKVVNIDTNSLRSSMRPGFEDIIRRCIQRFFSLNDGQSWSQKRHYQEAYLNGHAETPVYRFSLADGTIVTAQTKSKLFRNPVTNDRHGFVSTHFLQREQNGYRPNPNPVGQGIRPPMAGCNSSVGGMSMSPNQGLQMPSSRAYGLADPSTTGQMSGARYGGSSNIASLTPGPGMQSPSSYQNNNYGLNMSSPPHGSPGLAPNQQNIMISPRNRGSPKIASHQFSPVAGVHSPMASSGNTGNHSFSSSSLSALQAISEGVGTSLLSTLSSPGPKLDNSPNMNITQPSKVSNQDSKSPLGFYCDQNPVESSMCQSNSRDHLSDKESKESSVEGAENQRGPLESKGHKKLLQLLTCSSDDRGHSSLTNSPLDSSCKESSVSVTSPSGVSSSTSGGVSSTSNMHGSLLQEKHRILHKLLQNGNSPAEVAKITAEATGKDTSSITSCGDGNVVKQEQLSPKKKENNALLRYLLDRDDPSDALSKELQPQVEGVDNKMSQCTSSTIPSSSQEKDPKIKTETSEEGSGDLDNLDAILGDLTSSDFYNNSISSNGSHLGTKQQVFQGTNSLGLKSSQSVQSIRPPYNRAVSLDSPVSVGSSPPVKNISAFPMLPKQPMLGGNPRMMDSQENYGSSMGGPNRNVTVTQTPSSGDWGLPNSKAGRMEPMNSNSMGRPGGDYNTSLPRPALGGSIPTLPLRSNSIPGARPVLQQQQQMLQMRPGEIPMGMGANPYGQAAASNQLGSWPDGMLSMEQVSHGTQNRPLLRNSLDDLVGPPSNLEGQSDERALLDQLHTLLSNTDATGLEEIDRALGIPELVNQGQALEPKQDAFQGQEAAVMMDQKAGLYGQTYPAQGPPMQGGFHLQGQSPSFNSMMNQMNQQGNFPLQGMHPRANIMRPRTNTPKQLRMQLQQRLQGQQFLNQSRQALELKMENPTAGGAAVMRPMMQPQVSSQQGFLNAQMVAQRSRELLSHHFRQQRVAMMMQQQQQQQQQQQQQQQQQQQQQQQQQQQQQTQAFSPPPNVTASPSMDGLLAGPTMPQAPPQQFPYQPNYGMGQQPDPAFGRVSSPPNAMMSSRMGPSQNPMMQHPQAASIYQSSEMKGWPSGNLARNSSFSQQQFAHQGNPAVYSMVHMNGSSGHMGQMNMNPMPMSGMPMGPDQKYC
# TROY NFkB inh: blocks TROY-dependent signaling in reporter cells. 0.98% of 360,000 active. inhibition, % at 10 µM. Q293 LMP1-TROYcd NF-kB luciferase reporter, 4 h;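 active means compounds whose plate-normalised and pattern-corrected inhibition of the luciferase reporter signal at the single screening dose is 50% or more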
# KKLEB cytotox: counter-screen for CF NF-kB inhibitors: cytotoxicity; AID 602141; 0.36% of 360,000 active; KKLEB CF airway cells viability, ATPlite luminescence, overnight; hits give low values; cells stimulated with P. aeruginosa culture filtrate; activity change (cytotoxicity), % at 5 µM;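 active means corrected activity change at or below -50% at 5 µM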
# * = called active by the depositor; x = not tested or not shown.
SMILES,TRAIL sens C8,LRH-1 inv ag,SRC1 inh,TWEAK-Fn14 inh,SRC2 inh,EBV LMP1 NFkB,NR2F2 inh,CF NFkB inh,SRC3 inh,TROY NFkB inh,KKLEB cytotox
CCOc1ccc(S(=O)(=O)N/N=C(\C)C2CCCCC2)cc1,-6.7,8.5,-1.3,16.1,-0.8,6.5,-17.8,10.4,13.4,14.8,1.1
COc1ccc(OC)c(NC(=O)NNC(=O)COc2ccc(F)cc2F)c1,11.9,1.8,-59.6,6.1,22.9,9.2,0.1,22.8,-1.1,13.6,-15.1
CCOC(=O)CSc1nnc(CNC(=O)c2ccc(OC)cc2)n1-c1ccc(OC)cc1,-9.8,-8.5,3.7,-2.8,-31.8,1.9,-10.9,2.3,16.2,-4.3,-11.5
O=C(O)/C(=C\c1ccc(-c2ccc(F)cc2)o1)c1ccccc1,10.4,-5.1,-7.5,28.6,-4.3,0.7,-1.1,-9.7,7.5,1.5,-3.0
Cc1ccc(C)c(S(=O)(=O)N/N=C/c2ccc(F)cc2)c1,-3.7,-9.9,-4.5,8.1,20.2,-6.3,5.0,-5.5,-31.1,-5.2,4.2
O=C(NC1CCCC1)c1cc2c(ccc3ccccc32)o1,1.9,-160.2,-73.4,-9.1,-45.1,-41.1,-46.7,-4.4,-70.5,-64.5,5.8
Cc1cc(C(=O)N/N=C/c2ccco2)n[nH]1,11.9,-24.3,-36.0,-0.1,-7.6,-6.4,-36.2,-5.7,-28.0,-28.4,10.1
NC(CCc1ccccc1)c1csc(NC(=O)NCC2CCCCC2)n1 (configuration not stated),41.4,-12.9,-7.0,-18.1,-73.4,x,-5.1,8.5,-12.9,-30.7,-11.3
O=C(COc1ccccc1)N1CCN(C(=O)COc2ccccc2)CC1,-13.7,-4.9,-10.1,6.2,x,-1.1,x,-1.0,-4.8,-14.9,6.4
CSC[C@H]1CN(CCc2ccccc2)C(=O)[C@@H]1CC(=O)Nc1ccc(Br)cc1,4.1,6.2,-12.0,-3.1,4.1,3.9,-28.5,-19.8,1.9,12.2,-3.3
O=C(CSc1nnc(-c2ccc(F)cc2)o1)Nc1ccc(S(=O)(=O)N2CCCC2)cc1,-1.0,11.2,3.1,-0.2,6.9,-1.5,6.0,2.9,1.8,8.5,4.7
COc1ccc(CNC(=O)C2CCCN(c3nn4c(=O)cc(C)nc4s3)C2)cc1 (configuration not stated),-15.1,-1.8,4.2,11.3,-5.8,-2.0,-23.3,-27.7,2.6,-1.9,2.7
COc1ccc(OCc2cc(C(=O)NC(C)Cn3cncn3)no2)c(Cl)c1 (configuration not stated),7.3,-12.3,-24.8,-13.6,-19.6,-17.1,-33.6,-48.1,-41.6,-35.5,15.7
CCOc1cc(/C=C(\C#N)c2nc(-c3cccs3)c(NC(C)=O)s2)ccc1O,4.5,27.8,6.6,10.8,-23.1,5.5,17.2,-14.8,16.5,-8.6,-16.7
Cc1cccc(NC(=S)NCCO)c1C,-5.6,-0.4,-7.9,-5.2,13.9,4.1,6.8,-14.9,14.4,-11.9,14.0
Cc1cc(C)cc(-n2c(C)cc(/C=N/NC(=O)c3cccc([N+](=O)[O-])c3C)c2C)c1,-15.6,-6.5,-10.8,-3.0,4.7,-2.6,-13.1,-6.9,-4.8,-0.3,-0.9
Cc1sc(-n2c(C)cc(/C=C3\SC(=S)NC3=O)c2C)c(C#N)c1C,6.3,10.9,0.2,16.0,14.9,-0.1,0.5,-22.3,-7.1,-9.8,-19.9
O=C(CNC(=O)c1ccccc1F)NC1CC1,-5.9,7.3,-9.9,-9.0,-25.7,0.9,-7.9,12.0,7.4,6.2,-17.2
O=C(CSc1ccccn1)Nc1ccc(Cl)c([N+](=O)[O-])c1,4.0,-3.2,-12.1,-6.7,-33.4,5.0,12.5,5.0,13.0,-4.0,9.2
Cc1ccc(-c2csc3ncnc(OCC(=O)NC(=O)NCc4ccco4)c23)cc1,-9.8,-14.4,6.1,10.3,-6.7,-4.4,8.9,-11.5,-8.4,7.4,5.8
O=C1Cc2cc(S(=O)(=O)Nc3ccc(F)cc3Cl)ccc2N1,-10.7,5.1,0.0,-3.5,-4.5,-3.5,-5.4,-1.5,-6.7,-3.7,10.3
CCOc1cc2c(cc1OCC)C(c1ccccc1)N(c1ccccc1)C(=O)C2 (configuration not stated),6.6,5.4,2.1,-2.4,-5.3,18.7,-7.5,30.9,4.1,4.2,-7.2
O=c1c(-c2ccc(Br)cc2)coc2c(CN3CCCCC3)c(O)ccc12,1.9,-13.9,11.4,8.7,2.6,x,12.9,6.8,-8.9,-1.4,1.6
O=C(NC1CCCCC1)C1CCN(S(=O)(=O)c2cccc3nsnc23)CC1,0.6,9.0,-2.8,-4.4,-11.4,-8.8,-15.3,-6.1,8.2,-13.9,-2.6
COc1ccc(OCC(=O)Nc2cc3c(cc2C(=O)O)OCCCO3)cc1,2.8,-15.3,4.0,3.7,-14.3,-4.5,-1.5,5.2,-1.5,-13.8,-1.2
COC(=O)c1ccc(C)c(NC(=O)CCCN2C(=O)CN(C)C2=O)c1,8.2,17.6,-3.1,6.7,-29.0,1.3,-1.4,-2.7,-5.7,-19.4,11.0
CCCCOc1ccc(C(=O)Nc2ccc(S(=O)(=O)Nc3cc(C)on3)cc2)cc1OC,0.4,-48.8,13.0,17.4,3.9,3.0,8.3,-3.4,-4.1,4.8,-14.5
CCOc1cc(C(=O)NN2CCOCC2)cc(OCC)c1OCC,-6.8,-3.9,-7.8,-0.1,11.4,-7.2,20.2,-1.5,-8.2,0.8,-2.3
COCCn1cnnc1SCC(=O)Nc1sc2c(c1C#N)CCC2,-5.8,9.3,-3.4,6.8,3.1,2.2,-15.8,-20.0,-34.4,3.7,7.2
O=S1(=O)CCOC[C@H](Cc2ccccc2)N1Cc1ccccc1F,1.0,14.2,-1.8,-1.3,10.5,0.4,13.0,-28.8,4.5,-1.1,-1.4

# Random excerpt: 3 entries already listed, in no set order.
SMILES,TRAIL sens C8,LRH-1 inv ag,SRC1 inh,TWEAK-Fn14 inh,SRC2 inh,EBV LMP1 NFkB,NR2F2 inh,CF NFkB inh,SRC3 inh,TROY NFkB inh,KKLEB cytotox
Cc1ccc(-c2csc3ncnc(OCC(=O)NC(=O)NCc4ccco4)c23)cc1,-9.8,-14.4,6.1,10.3,-6.7,-4.4,8.9,-11.5,-8.4,7.4,5.8
CCOc1cc2c(cc1OCC)C(c1ccccc1)N(c1ccccc1)C(=O)C2 (configuration not stated),6.6,5.4,2.1,-2.4,-5.3,18.7,-7.5,30.9,4.1,4.2,-7.2
Cc1cc(C)cc(-n2c(C)cc(/C=N/NC(=O)c3cccc([N+](=O)[O-])c3C)c2C)c1,-15.6,-6.5,-10.8,-3.0,4.7,-2.6,-13.1,-6.9,-4.8,-0.3,-0.9

# Later entries.
SMILES,TRAIL sens C8,LRH-1 inv ag,SRC1 inh,TWEAK-Fn14 inh,SRC2 inh,EBV LMP1 NFkB,NR2F2 inh,CF NFkB inh,SRC3 inh,TROY NFkB inh,KKLEB cytotox
Cc1ccc(C(=O)N2CCN(Cc3ccc4c(c3)OCO4)CC2)cc1C,-3.6,9.4,-3.6,-11.5,23.5,0.1,-11.6,-4.0,2.5,7.0,3.9
O=C(O)c1cc2ccccc2c(N=Nc2cccnc2)c1O,-7.1,19.1,-2.6,26.3,x,8.8,x,18.4,-9.7,14.5,-12.3
COc1ccc(C2CCCN2C(=S)Nc2ccc(C)cc2Cl)cc1OC (configuration not stated),4.8,-19.1,3.1,-17.4,-24.8,-0.3,-9.3,24.8,-1.3,-20.6,-5.4
S=C(NCCCN1CCOCC1)N1CCOCC1,-18.9,-3.3,6.1,-1.5,6.4,-7.2,-4.4,-15.9,22.2,8.5,6.8
CCN(CC(=O)Nc1cc(Cl)ccc1C)C(=O)c1cc([N+](=O)[O-])ccc1N1CCOCC1,13.2,-2.4,-0.8,-7.7,-7.6,1.8,18.6,-3.0,-1.5,10.9,-2.2
Cc1ccc(C)c(S(=O)(=O)N2CCN(C(=O)c3cncc(Br)c3)CC2)c1,-0.2,3.6,-10.6,12.6,-0.2,1.9,11.4,0.7,-13.7,-2.9,-1.5
CC(C)CNc1ncnc2c1ncn2[C@H]1CN(Cc2ccc(Cl)cc2)C[C@@H](CO)O1,-3.7,3.1,-14.9,-53.9,-8.9,x,15.0,-54.5,7.1,-8.9,13.5
O=[N+]([O-])c1ccc(N2CCCC2)cc1NC1CC1,-11.6,51.1,10.0,-39.8,-8.3,-2.4,-0.5,-9.8,4.9,14.2,12.1
O=C1c2ccccc2C(=O)N1Nc1ccc([N+](=O)[O-])cc1[N+](=O)[O-],3.7,17.0,-10.9,7.3,15.5,-15.3,-8.4,-3.7,1.4,3.2,-2.9
Cc1csc(N2CCN(c3cc4c(cc3Cl)nc(-c3ccncc3)n4CCCN3CCCC3)CC2)n1,-8.4,-1.2,3.3,0.5,11.1,5.7,7.5,15.4,9.6,6.0,-6.7
O=[N+]([O-])c1ccc(Oc2ccc(C(F)(F)F)cn2)cc1,-5.1,6.3,4.4,-13.2,2.3,-12.4,-19.1,-0.2,-1.9,2.6,-8.5
Cc1cccc(/C=N/c2sc3c(c2C#N)CCN(Cc2ccccc2)C3)c1O,-0.8,-5.8,-3.7,5.3,-22.9,-5.9,-11.0,-0.7,-1.7,13.3,-4.5
Cc1cc(=O)oc2c3c(cc(OCC(=O)NCC(O)c4ccccc4)c12)OC(C)(C)CC3 (configuration not stated),4.6,-5.8,-22.4,-0.3,-42.7,x,-5.4,-24.9,2.0,-2.4,1.6
c1ccc(-c2cn3nc(-c4ccccc4)sc3n2)cc1,85.3*,-69.1,-22.7,86.0*,x,9.1,x,-9.0,-54.9,61.3*,-60.3*
Cc1cc2cc(CNC(=S)NCc3ccccc3)ccc2n1C,-9.6,-1.1,0.1,10.8,-16.2,0.5,-3.1,-20.7,0.5,3.3,14.3
COc1cc(C=O)ccc1OCCCOc1ccccc1[N+](=O)[O-],-19.5,8.3,-29.6,-11.6,-46.1,-6.6,-14.5,-14.9,-23.7,-61.4,-1.0
CCCCCOc1ccc(C(=O)OCC(=O)Nc2cc(C)c(C)cc2[N+](=O)[O-])cc1,-5.4,-4.6,-13.7,-2.3,6.9,0.9,4.6,-2.8,1.5,-3.6,14.2
C#CCOc1ccccc1C(N)=O,12.3,7.9,-0.4,6.1,-11.0,x,0.2,-13.9,10.6,-10.0,-1.3
COCc1ccc(C(=O)N2CCCC(Nc3ccc4c(c3)OCCO4)C2)o1 (configuration not stated),8.7,3.9,-4.6,5.6,13.4,13.4,7.1,-10.5,5.2,4.9,9.6
Cc1ccc(NC2CCCN(C(=O)c3ccc4nccnc4c3)C2)cc1C (configuration not stated),-9.1,-13.6,-3.3,10.1,7.5,2.1,-9.8,1.8,2.2,16.7,6.3
CC(CC(=O)O)CC(=O)Nc1ccc(Br)cc1 (configuration not stated),0.5,-7.5,-0.8,4.0,9.2,-1.1,-3.8,7.7,8.5,0.4,-6.8
CCOC(=O)C1=C[C@@H](C(C)(C)C)N(S(=O)(=O)c2ccc(C)cc2)[C@H]1c1ccc(Cl)c(Cl)c1,3.4,-14.0,24.1,26.5,51.3,x,11.0,9.7,11.6,-14.4,2.3
COc1ccc(N2C(=O)CCC(C(=O)NCCN3CCOCC3)C2c2ccc(OC)c(OC)c2)cc1 (configuration not stated),-5.8,10.9,2.2,-2.2,-15.6,6.1,-14.7,-10.1,-0.9,-13.1,5.2
